PREPL inh: PREPL enzyme inhibitors, primary screen, biochemical, fluorescence polarization. recombinant PREPL, fluorescence polarization activity-based probe. Prolyl endopeptidase-like (Homo sapiens), Q4J6C6. AID 2751, 2010. inhibition, % at 5.96 µM. actives 0.68% (n = 320,000); in the data active = inhibition above about 43%;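 note: 0% = enzyme with DMSO and 100% = wells lacking enzyme; many of its hits are not listed in these tables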
ZTA counter: blocks Epstein-Barr virus ZTA, an EBNA-1 counter-screen. actives 0.15% (n = 320,000). ZTA-DNA binding, fluorescence polarization. inhibition, % at 11 µM. AID 2234. P03206; in the data active = inhibition above about 33%
LYPLA2 inh: LYPLA2 inhibitors, primary screen, counter-screen for PME1 inhibitor project, biochemical, fluorescence polarization, FP-Rh probe ABPP | Acyl-protein thioesterase 2 (Homo sapiens), O95372 | recombinant LYPLA2 | inhibition, % at 5.9 µM | actives 0.38% (n = 320,000) | AID 2177, 2009;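 active = inhibition above the screen-wide mean plus 3 SD, limit set per campaign, cut at about 26% in these data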;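 note: 0% = LYPLA2 with DMSO and 100% = wells lacking LYPLA2 enzyme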
Target sequence (O95372 whole entry, looked up): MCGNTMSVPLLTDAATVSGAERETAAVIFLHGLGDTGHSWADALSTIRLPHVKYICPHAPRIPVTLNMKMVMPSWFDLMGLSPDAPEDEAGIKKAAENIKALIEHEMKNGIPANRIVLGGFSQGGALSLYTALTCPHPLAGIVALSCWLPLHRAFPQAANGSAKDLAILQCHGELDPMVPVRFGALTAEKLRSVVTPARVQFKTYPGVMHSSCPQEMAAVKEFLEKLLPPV
PAFAH2 FP inh: PAFAH2 enzyme inhibitors, primary screen, biochemical, fluorescence polarization, human. Platelet-activating factor acetylhydrolase 2, cytoplasmic (Homo sapiens), Q99487. recombinant PAFAH2, FP-rhodamine activity probe. inhibition, % at 3.39 µM. actives 0.99% (n = 340,000);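 active = inhibition above the mean over all tested compounds plus 3 SD, cut at about 30% in these data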;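 note: inhibitors block probe labeling of enzyme so polarization drops; 0% = enzyme with DMSO and 100% = wells lacking PAFAH2 protein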
PAFAH1B3 FP inh: PAFAH1B3 enzyme inhibitors, primary screen, biochemical, fluorescence polarization, human | inhibition, % at 3.39 µM | Platelet-activating factor acetylhydrolase IB subunit alpha1 (Homo sapiens), Q15102 | recombinant PAFAH1B3, FP-rhodamine probe | actives 0.28% (n = 340,000);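 active = inhibition above the screen-wide average of all tested compounds plus 3 SD, cut at about 25% in these data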;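 note: 0% = enzyme with DMSO only and 100% = wells lacking PAFAH1B3 protein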
Target sequence (Q15102 whole entry, looked up): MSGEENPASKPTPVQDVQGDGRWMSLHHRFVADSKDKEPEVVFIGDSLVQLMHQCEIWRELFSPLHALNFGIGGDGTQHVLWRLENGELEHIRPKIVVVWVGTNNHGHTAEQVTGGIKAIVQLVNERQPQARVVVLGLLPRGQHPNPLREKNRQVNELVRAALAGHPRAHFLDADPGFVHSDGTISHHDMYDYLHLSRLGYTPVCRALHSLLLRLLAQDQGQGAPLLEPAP
GSTO1 inh: inhibitors of recombinant GSTO1, primary screen, counter-screen for RBBP9 inhibitor project, biochemical, fluorescence polarization | activity-based probe fluorescence polarization | actives 1.1% (n = 300,000) | AID 1974, 2009 | Glutathione S-transferase omega-1 (Homo sapiens), P78417 | inhibition, % at 5.96 µM;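 active = inhibition above the campaign mean inhibition plus 3 SD, cut at about 35% in these data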;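 note: 0% = GSTO1-1 with DMSO and 100% = wells lacking GSTO1-1 enzyme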
Target sequence (P78417 whole entry, looked up): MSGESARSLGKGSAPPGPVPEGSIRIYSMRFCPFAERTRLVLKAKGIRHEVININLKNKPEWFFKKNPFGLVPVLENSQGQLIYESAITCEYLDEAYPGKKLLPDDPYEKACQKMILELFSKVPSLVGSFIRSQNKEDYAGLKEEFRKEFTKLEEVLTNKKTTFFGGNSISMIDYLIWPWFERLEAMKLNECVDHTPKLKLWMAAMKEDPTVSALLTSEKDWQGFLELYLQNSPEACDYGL
PAD4 FP inh: human PAD4 inhibitors, primary screen, biochemical, fluorescence polarization, 1536-well format; actives 0.41% (n = 330,000); Protein-arginine deiminase type-4 (Homo sapiens), Q9UM07; AID 485272, 2010; inhibition, % at 6.36 µM; recombinant PAD4, RCA probe fluorescence polarization;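 active = percent inhibition above a cutoff equal to the mean of all tested compounds plus 3 SD, cut at about 15% in these data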;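 note: 0% = PAD4 with RCA probe and DMSO and 100% = probe without PAD4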
LYPLA1 counter: LYPLA1 inhibitors, primary screen, counter-screen for PME1 inhibitor project, biochemical, fluorescence polarization, FP-Rh probe ABPP. recombinant LYPLA1. inhibition, % at 5.9 µM. Acyl-protein thioesterase 1 (Homo sapiens), O75608. actives 0.16% (n = 320,000);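 active = inhibition above the mean of all tested compounds plus 3 SD, set per campaign, cut at about 14% in these data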;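 note: inhibitors block serine hydrolase probe labeling of LYPLA1 so polarization falls; 0% = enzyme with DMSO and 100% = wells lacking LYPLA1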
Target sequence (O75608 whole entry, looked up): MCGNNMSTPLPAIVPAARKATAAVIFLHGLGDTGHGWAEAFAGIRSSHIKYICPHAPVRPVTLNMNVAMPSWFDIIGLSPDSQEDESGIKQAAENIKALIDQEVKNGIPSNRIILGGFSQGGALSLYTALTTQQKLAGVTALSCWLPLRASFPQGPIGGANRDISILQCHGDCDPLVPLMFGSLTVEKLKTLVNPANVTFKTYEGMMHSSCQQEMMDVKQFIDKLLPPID
EBNA-1 inhibitor: EBNA-1 DNA-binding inhibitors, primary screen, biochemical, fluorescence polarization | inhibition, % at 14.8 µM | actives 0.34% (n = 300,000) | AID 1950, 2009; in the data active = inhibition above about 28%
* hit, by the source's call; . = no result given.

SMILES	PREPL inh	ZTA counter	LYPLA2 inh	PAFAH2 FP inh	PAFAH1B3 FP inh	GSTO1 inh	PAD4 FP inh	LYPLA1 counter	EBNA-1 inhibitor
O=C(CN1C(=O)c2ccccc2C1=O)Nc1sc2c(c1C(=O)NCc1ccco1)CCCC2	13	0	0	3	0	1	-2	-5	3
C/C(=N\NC(=O)Cn1c(-c2ccccn2)nc2ccccc21)c1cccc(O)c1	8	-3	2	-6	16	3	5	-5	9
COC(=O)Cc1[nH]c(Cl)nc1C(N)=O	1	-8	-2	.	.	8	-3	1	-9
COCCn1c(SC(C)C(=O)NCC2CCCO2)nc2scc(-c3ccc(F)cc3)c2c1=O (configuration not stated)	17	-6	0	2	0	-11	-4	-3	3
CCn1c(C)nnc1SCC(=O)NC1CCCCCC1	10	-3	6	0	3	4	-3	7	5
Cc1ccc2nsnc2c1NC(=O)c1cncc(Br)c1	4	10	3	0	8	19	-5	-1	11
CN(C1CCCC1)C1CCN(C(=O)CNC(=O)/C=C/c2ccccc2)CC1	12	0	4	-3	-1	0	1	3	1
N#CCC(=O)Nc1ccc(C(=O)OCC(=O)NC(=O)NCc2ccco2)cc1	0	.	.	-6	-3	.	-9	.	.
O=C(CCn1c(=S)[nH]c2ccccc2c1=O)NCCCN1CCCC1=O	7	-2	0	-4	3	4	1	2	-4
N#Cc1nc(COc2ccc(F)cc2)oc1N1CCN(Cc2ccccc2)CC1	-28	7	2	-5	3	-10	-9	0	-2
O=C(c1cc(=O)[nH]c2ccccc12)N(Cc1nnc(-c2ccccc2Cl)o1)C1CC1	-1	-1	4	-2	6	0	-4	2	-5
Cn1c(N2CCOCC2)c(C=O)c2ccccc21	-2	-12	4	-2	1	7	-1	3	-2
CCCCOc1ccc(C(=O)NCC2(c3ccccc3)CCOCC2)cc1	11	-9	5	8	5	-5	-9	1	2
C/C(Cn1cnc([N+](=O)[O-])n1)=N/NC(=O)COc1c(Cl)cc(Cl)cc1Cl	-13	-1	1	2	3	3	2	-2	14
COC(=O)c1cc(CNC(=O)c2ccccc2OCc2c(C)noc2C)ccc1OC	6	-4	1	2	1	2	-3	1	10
Cc1c(NC(=O)c2cc(-c3ccco3)on2)c(=O)n(-c2ccccc2)n1C	6	-7	-3	4	-1	-5	0	0	-3
Cc1ccc(COc2ccc(C(=O)NN)cc2)cc1	11	1	-2	0	4	0	-2	-1	-8
C=CCn1c(SCC(=O)Nc2cccnc2Cl)nnc1-c1ccc(C(C)(C)C)cc1	-13	-6	7	4	7	1	-6	1	-12
O=C(Cc1sc(-c2ccccc2Cl)nc1-c1ccccc1)Nc1ccccc1	-8	-10	-5	-1	-13	-6	-4	0	-12
Cc1sc2ncnc(N3CCC(C(=O)Nc4nnc(SCc5ccccc5F)s4)CC3)c2c1C	-5	14	9	-3	-2	13	4	5	0

Full records, looked up by structure.
Entry for `CCn1c(C)nnc1SCC(=O)NC1CCCCCC1` = PREPL inh: 10; ZTA counter: -3; LYPLA2 inh: 6; PAFAH2 FP inh: 0; PAFAH1B3 FP inh: 3; GSTO1 inh: 4; PAD4 FP inh: -3; LYPLA1 counter: 7; EBNA-1 inhibitor: 5
Entry for `COCCn1c(SC(C)C(=O)NCC2CCCO2)nc2scc(-c3ccc(F)cc3)c2c1=O` (configuration not stated) = PREPL inh: 17; ZTA counter: -6; LYPLA2 inh: 0; PAFAH2 FP inh: 2; PAFAH1B3 FP inh: 0; GSTO1 inh: -11; PAD4 FP inh: -4; LYPLA1 counter: -3; EBNA-1 inhibitor: 3

(next part)
SMILES	PREPL inh	ZTA counter	LYPLA2 inh	PAFAH2 FP inh	PAFAH1B3 FP inh	GSTO1 inh	PAD4 FP inh	LYPLA1 counter	EBNA-1 inhibitor
CCOC(=O)c1ccc(Oc2cc(C)nc(Cl)n2)cc1	4	15	5	-3	3	2	1	1	10
Cn1c(NC(=O)/C=C/c2ccccc2)cc(=O)n(C)c1=O	-9	9	3	2	10	-1	2	-2	6
COCCN(C(=S)Nc1cccc(C)c1)C(C)c1cccs1 (configuration not stated)	3	5	-6	15	8	4	1	-3	2
Cc1cccc(NC(=S)NC(=O)C(c2ccccc2)c2ccccc2)n1	2	4	1	-6	8	-1	4	4	-5
CCN(CC)S(=O)(=O)c1ccc(NS(=O)(=O)c2ccc(OC)c([N+](=O)[O-])c2)cc1	8	-2	10	9	8	11	2	-1	8
COC(=O)C1C(=O)C2=C(CC1C)NC(C)=C(C(=O)OC1CCCC1)C2c1ccc(N(C)C)cc1 (configuration not stated)	9	0	2	-5	2	2	0	-1	-9
N#CC1(NC(=O)CSc2nc3ncc(Cl)cc3[nH]2)CCCCC1	3	-20	0	8	-1	12	5	0	-11
O=C(C1CCCO1)N1CCN(C(=S)Nc2ccc(F)cc2)CC1 (configuration not stated)	1	7	-7	2	13	-2	-3	1	0
CCn1c(/C=C/c2ccccc2)nc2ccccc21	0	4	-2	-2	-5	3	1	1	11
CCOc1ccccc1NC(=O)C(=O)N/N=C/c1ccc([N+](=O)[O-])cc1	4	18	2	-6	10	-16	5	3	-1
CCN1CCc2c(sc(N)c2C#N)C1	39	6	-3	11	-7	2	-10	2	6
CN1c2ccccc2C(C)(C)C12CC(c1cccc(S(=O)(=O)N3CCCC3)c1)=NO2 (configuration not stated)	-1	-16	-7	4	1	3	-3	-2	-16
Cc1cc(C)cc(OCC(=O)NCC2CCCO2)c1 (configuration not stated)	10	-12	0	2	-2	3	-3	3	-6
Cc1cc(C)c(C#N)c(OCC(=O)Nc2ccccc2)n1	1	10	3	2	3	3	5	0	9
C/C(=N\Nc1ccc(F)cc1F)c1ccc(F)cc1	8	6	-2	.	.	5	3	-7	-7
CCOC(=O)c1cc(C(C)C)sc1NC(=O)COC(=O)c1nccnc1N	0	-10	-2	-7	0	6	0	0	4
CCOC(=O)C1=NN(C(=O)c2ccc(OC)cc2)C(O)(c2ccc(Cl)cc2)C1 (configuration not stated)	3	13	-4	6	9	2	-6	-2	-13
C/C(=C(/CCO)SSCC1CCCO1)N(C=O)Cc1cnc(C)nc1N (configuration not stated)	19	15	-7	0	4	2	-1	0	-2
CCc1nccn1CCC(=O)N1CCc2c([nH]c3ccccc23)C1CC(C)C (configuration not stated)	-15	2	3	-5	-1	-2	-4	-1	-9
C=C(C)C1Cc2c(C)nn(-c3ccccc3)c2C1 (configuration not stated)	-4	9	12	-7	-2	0	-1	1	12
C=CCN(Cc1nc(-c2cc(OC)c3c(c2)OCO3)oc1C)C1CCS(=O)(=O)C1 (configuration not stated)	-1	-1	9	3	2	5	7	2	1
FC(F)(F)c1cc(CCN2CCNC[C@H]2Cc2cccc3ccccc23)cc(C(F)(F)F)c1	-32	-8	-4	2	18	0	2	-4	3
CCOC(=O)C1CCCN(C(=O)c2ccc(NC(=O)CC3SC(N4CCCC4)=NC3=O)cc2)C1 (configuration not stated)	-4	-2	0	3	2	5	2	-1	10
COc1ccc(NC(=O)CC2C(=O)N(c3ccccc3)C(=O)N2CCc2cccs2)cc1 (configuration not stated)	28	11	-1	-1	7	-2	-3	-5	4
CSc1nsc(SC)c1NC(=O)Nc1ccccn1	-1	4	6	-4	-7	2	0	2	-1
COc1ccccc1CN1C(=O)CN(C2CCCCCC2)C(=O)C1c1ccc(F)cc1 (configuration not stated)	8	-2	3	7	2	-1	-1	1	-3
Cn1c(=O)c2c(nc3n2CC(COc2ccc(Cl)cc2)O3)n(C)c1=O (configuration not stated)	30	2	5	0	5	4	2	-3	10
Cc1ccc(C23CC4CC(CC(C(=O)NCC(=O)O)(C4)C2)C3)cc1	5	5	-6	8	5	2	-2	3	-2
Cc1cc(C)c(C#N)c(N2CCCC2)n1	-10	15	2	-1	7	0	-3	0	11
CCOC(=O)CN1C(=O)S/C(=C/C=C/c2ccc(N(C)C)cc2)C1=O	-59	-9	-51	-82	-48	-22	-13	-28	5
O=C(Cc1ccc(F)cc1)Nc1nnc(SCC(=O)NC2CCCC2)s1	0	3	4	3	3	-1	1	0	4
O=C(CSS(=O)(=O)O)N1CCN(C(=O)c2ccoc2)CC1	6	-4	2	1	0	7	7	-1	-7
COc1ccc(CN(CCN(C)C)Cc2ccccc2)c(OC)c1	21	7	-7	-3	5	2	2	-4	-3
CCOC(=O)c1cc(S(=O)(=O)N2CCN(C(=O)OCC)CC2)cn1C	0	-12	1	-4	7	-2	1	-4	-3
Cc1cc(OCC(=O)NNC(=O)CCc2ccccc2)ccc1Br	7	2	3	-5	7	6	5	1	-3
O=[N+]([O-])c1ccc(-c2csc(Nc3ccccc3)[n+]2Cc2ccccc2)cc1	20	-9	3	-6	10	0	2	2	1
COc1ccc(C(=O)COC(=O)Cc2n[nH]c(=O)c3ccccc23)c(OC)c1	3	-17	5	0	2	-5	-3	2	-11
Cc1cccc(C(=O)N[C@H](C(=O)Nc2cccc(S(=O)(=O)N3CCCC3)c2)C(C)C)c1	8	-3	1	1	6	-2	5	2	4
CCc1ccc(NC(=O)CSC2=C(C#N)C(c3ccc4c(c3)OCO4)CC(=O)N2)cc1 (configuration not stated)	8	-4	-2	2	5	6	5	-3	8
Cc1ccc2c(c1)CCCN2CC(=O)Nc1cc(S(=O)(=O)N2CCCC2)ccc1Cl	12	-1	3	4	1	.	-9	1	.
CCOC(=O)c1c(C)[nH]c(C(=O)CN2C(=O)NC(CC)(c3ccccc3)C2=O)c1C (configuration not stated)	-32	11	-6	-7	3	3	2	-7	-4
CCC(C(=O)NC1CCCCC1)N(C(=O)c1snc(C(N)=O)c1N)c1ccc(OC)cc1OC (configuration not stated)	2	5	0	-5	-5	0	0	-2	-1
O=C(CN1CCN(CC(=O)Nc2ccccc2Cl)CC1)Nc1ccc2c(c1)OCCO2	6	3	7	2	5	6	2	-2	12
Cc1ccc(C(=O)OCc2nnc(-c3ccccc3)o2)cc1S(=O)(=O)N1CCOCC1	-1	-5	6	61*	11	-3	0	1	-11
Cc1ccc(-n2nc3cc(C)c(NC(=O)c4cccnc4)cc3n2)cc1	-1	16	6	-14	1	5	-3	-2	-3
COc1cc([C@@H]2OC[C@@H]3[C@H]2CO[C@@H]3c2ccc3c(c2)OCO3)ccc1O	12	.	.	-4	3	.	-7	.	.
CCCNC(=O)NC1CCCc2ccccc21 (configuration not stated)	-9	-1	7	12	4	2	-3	-3	3
CC(=O)CCc1oc2ccc(NC(C)=O)cc2c1-c1ccc(C)o1	8	7	7	8	7	2	0	2	3
CCOC(=O)N1CCN(C(=O)C2CCCN(S(=O)(=O)c3ccc(C)cc3)C2)CC1 (configuration not stated)	3	-16	1	-1	-7	4	2	2	0
CCOc1ccc2cc(S(=O)(=O)N3CCCCC3)ccc2c1	3	-11	1	0	3	4	0	-2	0
O=C(COC(=O)CSc1ccc([N+](=O)[O-])cc1)NCCc1ccccc1	13	-26	5	2	5	5	3	0	8
N#Cc1nnn2c1nc(N)c1c(F)cccc12	8	-2	-6	8	-2	11	2	-5	-8
O=C(Nc1nc2c(s1)CCc1ccccc1-2)c1cccs1	11	11	-7	-4	4	-5	-4	-9	1
CCN1C(=O)C(O)(CC(=O)c2c(C)coc2C)c2ccccc21 (configuration not stated)	6	-3	9	4	0	4	-1	-1	3
Cc1ccc(Cn2cc(C(=O)c3ccc(F)cc3)c(=O)c3cc4c(cc32)OCCO4)cc1	4	-4	3	0	6	-2	-2	-2	-5
Clc1cc2cccnc2c2ccccc12	8	7	-5	2	4	2	1	-1	-10

The list is partial; count on the stated rates, not on these rows.
